# Compound activity deposited in PubChem by several laboratories.
# GC-A act: GC-A stimulated cGMP production enhancers – HEK293 GC-A cells, cGMP TR-FRET, EC30 ANP, primary screen. activation, % at 10 µM. 0% at EC30 ANP, 100% saturating ANP. AID 1671463, 2021. 370,000 tested, 0.14% active; in the data active = activation above about 40%
# HTRA1 inhibitor: HTRA1 serine protease inhibitors, primary screen, biochemical, fluorescence polarization, HTS; recombinant HTRA1, FP-rhodamine activity-based probe; 340,000 tested, 0.5% active; Q92743; inhibition, % at 5.96 µM; in the data active = inhibition above about 36%;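 also: 0% = enzyme with DMSO and 100% = wells lacking enzyme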
# PG9 Ab binder: binders of HIV-1 gp120 antibody PG9, primary screen, biochemical, TR-FRET; TR-FRET gp120-PG9 antibody binding; 360,000 tested, 0.43% active; inhibition, % at 6.7 µM; HIV-1 gp120 / PG9 antibody interaction; in the data active = inhibition above about 8.5%
# ASAP1 GAP inh: inhibitors of human ASAP1 ArfGAP activity, primary screen, biochemical, fluorescence polarization. Arf-GAP with SH3 domain, ANK repeat and PH domain-containing protein 1 (Homo sapiens), …. ASAP1-stimulated ARF1 GTP hydrolysis, GDP FP detection. inhibition, % at 16.5 µM. 360,000 tested, 0.19% active; in the data active = inhibition above about 25%;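 also: 0% = vehicle with enzyme and substrate and 100% = no enzyme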
# Target sequence (Q9ULH1 325-724 limits assumed): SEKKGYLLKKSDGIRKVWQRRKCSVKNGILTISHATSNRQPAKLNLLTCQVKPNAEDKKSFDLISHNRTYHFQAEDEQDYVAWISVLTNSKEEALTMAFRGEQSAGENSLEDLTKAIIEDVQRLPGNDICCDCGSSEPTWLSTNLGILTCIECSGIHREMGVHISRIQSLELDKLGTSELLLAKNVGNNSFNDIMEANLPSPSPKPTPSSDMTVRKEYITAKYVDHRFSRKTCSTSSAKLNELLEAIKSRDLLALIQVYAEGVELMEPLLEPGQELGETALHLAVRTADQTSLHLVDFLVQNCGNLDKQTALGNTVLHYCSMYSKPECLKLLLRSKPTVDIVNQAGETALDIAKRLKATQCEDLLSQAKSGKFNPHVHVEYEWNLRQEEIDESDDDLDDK
# rCAG binder: binders of r(CAG) RNA repeats, primary screen, biochemical, fluorescence; r(CAG) RNA repeat, TO-PRO-1 dye displacement fluorescence; inhibition, % at 3 µM; 370,000 tested, 1.3% active; AID 651821, 2012;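 active = inhibition above the plate cutoff, the mean of all test compounds on that plate plus 3 SD, cut at about 35% in these data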;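 also: 0% = DMSO alone and 100% = 100 µM mitoxantrone as full dye displacement; higher means more dye released from RNA so lower well fluorescence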
# ARFGAP1 inh: inhibitors of rat ARFGAP1 GAP activity, primary screen, biochemical, fluorescence polarization, GDP tracer; 360,000 tested, 0.26% active; ADP-ribosylation factor GTPase-activating protein 1 (Rattus norvegicus), Q62848; Arfgap1-stimulated ARF1 GTP hydrolysis, GDP FP detection; inhibition, % at 16.5 µM;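 active = inhibition above a per-plate limit, mean inhibition of low control wells plus 3 SD, cut at about 25% in these data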;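 also: 0% = DMSO wells with enzyme and 100% = wells lacking Arfgap1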
# Target sequence (Q62848 1-136 limits assumed): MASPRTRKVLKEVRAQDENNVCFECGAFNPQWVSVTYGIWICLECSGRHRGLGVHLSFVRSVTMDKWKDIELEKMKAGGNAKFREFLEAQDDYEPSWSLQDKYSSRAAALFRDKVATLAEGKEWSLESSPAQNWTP
#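 System: truncated rat Arfgap1 GAP domain / Medium: HEPES-based buffer, pH 7.5 / Also added: N-terminally truncated human ARF1-GTP substrate / Incubation: enzyme reaction 120 min at 25 °C after 20 min preincubation / Measured by: FP of antibody-bound GDP Alexa 633 tracer, ex 620/em 688 nm / Replicates: singlicate, each compound tested once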
# Rev-erbA mod: modulators of Rev-erb alpha DNA binding, primary screen, biochemical, FITC-DNA, fluorescence polarization, uHTS. Nuclear receptor subfamily 1 group D member 1 (Homo sapiens), P20393. Rev-erbα–FITC-DNA binding, 90 min. activity, % at 10 µM. 370,000 tested, 0.79% active. AID 1259318, 2017;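 active = activity above about 14%, limit read from the data; passing the limit was not always enough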;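 also: 0% = DMSO wells with 35 nM protein and 100% = DMSO wells with 750 nM protein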
# NPR2 activator: human GC-B receptor activators, primary screen, HEK293 GC-B cells, cGMP TR-FRET, EC30 CNP | Atrial natriuretic peptide receptor 2 (Homo sapiens), P20594 | 0% at EC30 CNP, 100% saturating CNP | activation, % at 10 µM | 370,000 tested, 0.11% active | AID 1920062, 2024;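 active = activation at 10 µM reaching about 35% in either raw or pattern-adjusted values, limit read from the data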
# mABHD4 FP: ABHD4 inhibitors, primary screen, biochemical, fluorescence polarization, mouse | purified mABHD4, FP-Rh probe fluorescence polarization | inhibition, % at 8.92 µM | (Lyso)-N-acylphosphatidylethanolamine lipase (Mus musculus), Q8VD66 | 370,000 tested, 0.54% active;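 active = inhibition exceeding the mean over every tested compound plus 3 SD, cut at about 30% in these data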;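 also: 0% = plate median of compound wells and 100% = S159A mutant with DMSO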
# Target sequence (Q8VD66 whole entry, looked up): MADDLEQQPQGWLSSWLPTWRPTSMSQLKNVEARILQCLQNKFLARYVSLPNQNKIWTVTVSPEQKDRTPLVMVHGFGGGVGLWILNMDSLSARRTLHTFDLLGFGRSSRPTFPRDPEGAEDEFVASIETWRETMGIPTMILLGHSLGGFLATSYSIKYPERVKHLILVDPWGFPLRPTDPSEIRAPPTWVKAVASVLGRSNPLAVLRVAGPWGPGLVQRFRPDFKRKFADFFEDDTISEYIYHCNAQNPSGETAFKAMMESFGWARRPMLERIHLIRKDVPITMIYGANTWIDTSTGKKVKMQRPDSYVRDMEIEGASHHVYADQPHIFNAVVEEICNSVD
#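 Test system: mABHD4 protein | Buffer or medium: HEPES pH 7.0 buffer, 150 mM NaCl, 0.01% Pluronic F-127 | Probe or stimulus: FP-Rh fluorescent activity-based probe, added after compound pre-incubation | Timing: Pre-incubation 45 min, probe exposure 60 min, at 25 °C | Technique: Fluorescence polarization, excitation 525 nm, emission 598 nm, BODIPY TMR filters | Repeats: Single well per compound (singlicate)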
# SMARCA2 activ: SMARCA2 (BRM) function activators, primary screen, cell-based, luminescence, high throughput; 370,000 tested, 1% active; activation, % at 9.1 µM; AID 652017, 2013; MG213 cells, MMTV-luciferase reporter, dexamethasone, overnight; in the data active = activation above about 7.8%;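 also: 0% = vehicle wells and 100% = reference activator wells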
# * hit, by the source's call; nt = no result given.
SMILES,GC-A act,HTRA1 inhibitor,PG9 Ab binder,ASAP1 GAP inh,rCAG binder,ARFGAP1 inh,Rev-erbA mod,NPR2 activator,mABHD4 FP,SMARCA2 activ
CCN(C(=O)CSc1nc2ccccc2c(=O)n1-c1ccccc1F)C1CCS(=O)(=O)C1 (centres undefined),-4.5,1.5,-0.6,4.5,-0.3,0.5,-0.3,-5.7,-2.5,4.5
Cc1sc2ncnc(Oc3ccc(-n4ccnc4)cc3)c2c1C,1.2,1.8,-0.1,0.3,-6.6,5.4,2.6,-4.3,-9.6,-6.7
Cc1cc(C)c(O)c(NC(=S)NC(=O)Cc2ccccc2)c1,0.4,-6.5,-2.7,9.8,0.5,-3.2,-2.4,-5.3,-8.3,2.5
Cc1ccc(NC(=S)NNC(=O)c2c(Cl)c(C)nn2C)cc1,1.9,1.0,-1.3,1.5,26.3,7.1,2.9,1.3,3.8,-3.7
Cc1oc(-c2ccc(Cl)cc2)nc1CS(=O)CC(=O)NCc1ccc2c(c1)OCO2 (centres undefined),17.1,-17.4,0.1,7.4,6.6,-13.7,2.0,-11.1,-1.3,-2.5
O=C(Cc1ccccc1[N+](=O)[O-])NCc1ccc(Cl)cc1,-3.7,-0.5,-0.4,14.6,0.4,5.8,-1.9,-1.5,-2.2,2.8
COc1ccc2nc3cc(Cl)ccc3c(Nc3cc(C(C)C)c(O)cc3C)c2c1,-44.0,37.8*,-2.9,-0.8,16.2,-5.7,11.4,-13.1,39.6*,-3.7
COc1ccc(Br)c(C(=O)NC(C)(C)CO)c1,7.8,7.8,0.1,-11.0,-0.4,-1.3,-0.5,3.5,-5.7,-2.2
O=C(Nc1ccc(S(=O)(=O)Nc2ncccn2)cc1)c1ccccc1NS(=O)(=O)c1ccc(F)cc1,1.2,-1.8,3.8,-9.3,59.8*,0.1,-6.7,2.5,-0.4,0.0
COc1ccc(NC(=O)c2cc(S(=O)(=O)N3CCCC3)cn2C)cc1Cl,-29.7,-3.9,0.2,4.4,2.5,6.1,2.8,-14.8,-3.5,4.3
COc1ccc(-c2noc(Cc3ccc(Cl)cc3)n2)cc1OC,-3.0,-19.6,-1.6,13.1,1.8,6.0,1.7,-9.9,-7.6,4.0
Cc1ccc(C(=O)N/N=C\c2ccc3c(c2)OCO3)cn1,4.4,1.7,1.6,2.4,2.4,6.8,1.3,4.7,-2.4,1.4
Cc1cc(-n2c(C)cc(C(=O)CSc3nc4ccccc4c(=O)n3Cc3ccco3)c2C)no1,0.9,-4.3,0.3,4.8,5.9,0.1,0.9,0.2,-1.5,2.4
Cc1cccc(-c2noc(CNC(=O)c3ccco3)n2)c1,-3.1,-3.8,-2.2,-2.0,-2.3,2.0,-0.9,0.2,-1.1,-4.4
O=C(C[n+]1cc(Br)cc2ccccc21)c1ccc(Cl)cc1,4.6,-6.7,2.8,6.0,10.0,0.2,7.1,-3.3,-9.0,-2.3
Nc1nc(SCC(=O)NCC2CCCO2)[nH]c(=O)c1NC(=O)c1ccc(F)c(F)c1 (centres undefined),1.6,0.4,-0.4,-0.6,0.5,1.0,0.1,2.9,9.9,-0.8
CC(=O)c1ccccc1C(=O)N1CCCC(CNC(=O)c2ccccc2Cl)C1 (centres undefined),0.7,2.2,-0.6,-10.1,0.1,11.7,4.0,7.0,1.4,0.6
COc1ccc(-n2cc(C(=O)c3ccc4ccccc4c3O)cn2)cc1,1.5,5.1,-1.9,1.2,3.9,7.2,0.1,2.1,1.1,-1.4
O=C(COn1nnc2ccc(S(=O)(=O)N3CCOCC3)cc21)Nc1c(F)c(F)c(F)c(F)c1F,0.4,2.8,-1.9,-2.1,2.7,7.5,3.2,3.6,-2.1,-1.8
O=C1C=C(c2ccc3ncccc3c2)C[C@@H](c2ccc(Cl)cc2)C1,2.3,-57.6,-0.3,14.4,12.3,5.0,2.1,1.2,-0.6,0.6
Cc1ccccc1-n1nnnc1SCC(=O)c1c(N)n(C2CC2)c(=O)[nH]c1=O,0.4,-0.7,-0.3,-9.4,1.4,2.9,1.0,-1.1,-2.1,1.9
COCC1CCN(Cc2c(C(=O)N3CCN(C4CCCCC4)CC3)nc3ccccn23)C1 (centres undefined),3.6,-0.7,0.6,-8.8,-10.8,2.0,2.1,2.3,4.3,0.3
Cc1ccc(NC(=O)C2CCCN(c3nnc(-n4cccc4)s3)C2)c(C)c1 (centres undefined),-2.9,nt,nt,nt,4.0,nt,2.8,-8.6,-1.7,-4.5
CC(OC(=O)c1ccc(-c2ccc([N+](=O)[O-])cc2)o1)C(=O)NC(N)=O (centres undefined),0.0,-6.2,3.8,5.4,6.3,-0.3,-1.0,2.2,8.9,-5.4
O=P(COCCO)(c1ccccc1)c1ccccc1,2.4,2.0,-0.3,-8.7,-3.0,2.2,0.4,2.6,3.9,0.3
O=C(CN1CCCCCC1)Nc1c(Cl)cc(Cl)cc1Cl,0.6,-31.6,-0.2,6.8,-5.2,-0.5,1.1,-1.7,-1.3,6.8
CN(C)c1cccc(Nc2ccc(-c3ccc(OC(F)(F)F)cc3)cn2)c1,-1.8,nt,-0.7,-3.2,10.4,1.1,6.0,-3.5,3.6,-5.3
Cc1ccc(C)c(NC(=O)CN(C)C(=O)c2cccc(Oc3ccccc3)c2)c1,1.1,-5.9,1.6,-2.9,1.0,6.7,-1.1,3.6,-4.4,-1.7
COc1ccc(OC)c2sc(NC(=O)C3COc4ccccc4O3)nc12 (centres undefined),-3.1,-12.2,0.1,1.2,7.5,-1.8,3.4,-4.2,5.5,-4.4
CCOc1cc(N2CCOCC2)c(OCC)cc1NC(=O)c1cc(C)cc(C)c1,0.9,9.3,-2.8,-0.3,-4.5,-2.7,-0.4,6.0,4.0,-0.8

# For reference, 5 of the compounds above.
SMILES,GC-A act,HTRA1 inhibitor,PG9 Ab binder,ASAP1 GAP inh,rCAG binder,ARFGAP1 inh,Rev-erbA mod,NPR2 activator,mABHD4 FP,SMARCA2 activ
Nc1nc(SCC(=O)NCC2CCCO2)[nH]c(=O)c1NC(=O)c1ccc(F)c(F)c1 (centres undefined),1.6,0.4,-0.4,-0.6,0.5,1.0,0.1,2.9,9.9,-0.8
CC(=O)c1ccccc1C(=O)N1CCCC(CNC(=O)c2ccccc2Cl)C1 (centres undefined),0.7,2.2,-0.6,-10.1,0.1,11.7,4.0,7.0,1.4,0.6
COc1ccc(-n2cc(C(=O)c3ccc4ccccc4c3O)cn2)cc1,1.5,5.1,-1.9,1.2,3.9,7.2,0.1,2.1,1.1,-1.4
O=C(COn1nnc2ccc(S(=O)(=O)N3CCOCC3)cc21)Nc1c(F)c(F)c(F)c(F)c1F,0.4,2.8,-1.9,-2.1,2.7,7.5,3.2,3.6,-2.1,-1.8
O=C1C=C(c2ccc3ncccc3c2)C[C@@H](c2ccc(Cl)cc2)C1,2.3,-57.6,-0.3,14.4,12.3,5.0,2.1,1.2,-0.6,0.6

# Next records follow.
SMILES,GC-A act,HTRA1 inhibitor,PG9 Ab binder,ASAP1 GAP inh,rCAG binder,ARFGAP1 inh,Rev-erbA mod,NPR2 activator,mABHD4 FP,SMARCA2 activ
c1nc(SSc2ncnc3nc[nH]c23)c2[nH]cnc2n1,4.8,3.4,-0.9,-5.8,0.5,9.2,0.1,1.8,9.8,-2.6
COc1ccc(C(=O)NC(C)c2cnn(-c3ccccn3)c2C)o1 (centres undefined),-0.1,2.2,0.1,-5.1,1.8,-1.5,1.0,-4.9,1.4,-0.1
O=C(Nc1nnc([C@@H]2C[C@H](O)[C@@H](CO)O2)s1)Nc1ccc(F)cc1F,0.7,nt,-2.7,-3.7,0.6,-13.6,9.6,-2.2,-12.8,-3.1
Cc1cc(NS(=O)(=O)c2ccc(NC(=O)c3ccc([N+](=O)[O-])s3)cc2)nc(C)n1,-0.3,-0.1,-1.5,0.7,6.6,-6.0,1.8,1.4,6.1,0.6
COc1ccc(N(C(C)=O)C2C=CS(=O)(=O)C2)c(OC)c1 (centres undefined),0.3,3.7,1.1,-11.1,-4.4,-4.1,-3.1,3.3,2.4,-2.4
COC(=O)CNc1c(-c2ccccn2)nc2ccc(Br)cn12,-7.3,17.1,-2.8,14.2,0.2,2.2,5.2,-5.6,5.2,3.1
COc1ccccc1NC(=O)N1CCCC1C(=O)NCc1ccccc1 (centres undefined),4.4,6.7,-2.0,-0.5,-3.1,2.6,1.1,3.9,-9.1,-0.7
COc1c2c(cc3c1c(=O)c1ccccc1n3C)OCO2,1.8,nt,-0.6,-4.7,0.7,2.1,-2.2,-2.0,0.9,4.7
CN(CCc1ccccc1)C(=O)c1cccc(NC(=O)Cc2cccc([N+](=O)[O-])c2)c1,-2.6,-3.0,0.1,1.2,0.3,-2.4,2.1,1.4,2.1,-1.3
COCCN1CCN(C(=O)C2CCC(=O)N(Cc3ccccc3F)C2)CC1 (centres undefined),3.2,1.5,-0.8,-4.0,-1.8,3.0,-6.1,7.2,0.8,2.5
O=C(CN(c1cccc(C(F)(F)F)c1)S(=O)(=O)c1ccc(Cl)c([N+](=O)[O-])c1)NCc1ccccc1,-21.5,-2.3,-1.4,-12.5,-1.7,6.5,0.8,4.4,5.3,2.3
CCNC(=S)Nc1cc(C(=O)N2CCCC2)ccc1N1CCCC1,-2.7,0.0,-4.3,5.5,-4.1,-3.8,-4.5,0.7,1.3,5.4
O=C(NCCCN1CCN(c2ccc(F)cc2)CC1)NC12CC3CC(CC(C3)C1)C2,1.9,-3.5,-0.1,7.6,-9.2,3.5,-2.6,-6.8,7.5,-0.8
Nc1ccc(CC(N)c2csc(Nc3nncc4ccccc34)n2)cc1 (centres undefined),2.0,nt,0.1,9.4,10.7,10.6,-5.0,0.3,11.6,-2.2
COc1ccc(NC(=O)CSc2nc3ccccc3nc2N2CCOCC2)cc1,-17.4,-9.8,-1.1,-0.4,1.7,-7.1,11.4,-12.5,0.7,-1.9
COc1ccc(C2CC(c3cccs3)=NN2C(=O)CSC2=NCCS2)cc1 (centres undefined),1.9,-39.3,-3.2,-1.2,3.7,6.8,14.4*,1.3,-20.5,1.3
CCOC(=O)C1=C(C)C/C(=N\NC(=O)c2ccccc2O)CC1,-1.8,21.9,-0.5,2.4,3.4,9.6,2.1,4.5,4.7,2.3
Cc1ccc(S(=O)(=O)N2CCOCC2)cc1NC(=O)CSc1nnnn1C,-3.5,-0.1,0.7,-1.6,-3.0,15.9,-7.0,-3.3,-4.0,-3.7
